From PubChem BioAssay
CHO-K1 Ca ag = nonselective activator or artifact in parental CHO-K1 cells. Fluo-8 calcium fluorescence; scaled to maximal ATP response, vehicle zero. activation, % at 3 µM. 0.48% of 360,000 active; in the data active = activation above about 15%;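 also: untransfected CHO-K1 host cells lacking M1 receptor as counterscreen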
CHO-K1 Ca antag = counter-screen for M1 antagonists: effect in parental CHO-K1 cells. ATP-induced calcium, Fluo-8 fluorescence. inhibition, % at 3 µM. 0.6% of 360,000 active;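 active = inhibition above a per-plate cutoff, the plate's mean sample inhibition plus 3 SD, cut at about 24% in these data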;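 also: 0% = DMSO plus EC80 ATP and 100% = DMSO alone without ATP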
CHO-K1 Ca PAM = M1 PAM counterscreen hit in parental CHO-K1 cells; AID 602247; 0.02% of 360,000 active; ATP EC20, Fluo-8 calcium fluorescence; 0% at ATP EC20, 100% at ATP max; activation, % at 3 µM;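 active = activation above the run cutoff, the mean activation of all test compounds plus 3 SD, cut at about 40% in these data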;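 also: peak over basal fluorescence ratio in a 140 s read after ATP addition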
CHO parental Ca = counter-screen: ATP calcium response change in parental CHO cells. parental CHO-K1, ATP-induced calcium, Fluo-8 fluorescence. inhibition, % at 5.6 µM. 0.63% of 330,000 active. AID 463079;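 active = inhibition above that plate's mean sample inhibition plus 3 SD, cut at about 26% in these data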;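 also: 0% = ATP-challenged DMSO wells and 100% = DMSO wells without ATP; some compounds past the cut are filed as inactive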
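Measured by: calcium-sensitive Fluo-8 fluorescence / Test system: CHO parental line / Controls: ATP-challenged DMSO wells low, unchallenged DMSO wells high / Measure: % inhibition / Compound: single nominal dose of 5.6 µM per compound / Replicates: single well per compound, no replicates / Reagent: ATP as calcium-mobilizing challenge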
TAAR1 antag = human TAAR1 antagonism | CHO RD-HGA16 TAAR1, Fluo-8 calcium fluorescence, antagonist | 1.5% of 360,000 active | AID 624466 | inhibition, % at 3 µM;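 active = inhibition above a per-plate cutoff, the mean inhibition of test compounds on that plate plus 3 SD, cut at about 49% in these data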;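 also: 0% = DMSO plus EC80 beta-PEA response and 100% = DMSO alone without agonist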
Target sequence (Q96RJ0 whole entry, looked up): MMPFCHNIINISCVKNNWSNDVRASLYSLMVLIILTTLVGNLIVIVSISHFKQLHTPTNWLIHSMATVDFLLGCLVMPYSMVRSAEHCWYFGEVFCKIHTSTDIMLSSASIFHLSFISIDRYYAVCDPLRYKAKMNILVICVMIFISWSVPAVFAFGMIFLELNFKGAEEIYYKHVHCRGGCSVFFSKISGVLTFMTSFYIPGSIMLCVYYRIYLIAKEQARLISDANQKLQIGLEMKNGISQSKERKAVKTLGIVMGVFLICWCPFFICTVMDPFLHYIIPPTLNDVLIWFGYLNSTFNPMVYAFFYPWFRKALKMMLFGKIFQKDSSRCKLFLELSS
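Material: RD-HGA16 CHO cells with stable hTAAR1 and Gα16; Dosing: single nominal final test compound concentration of 3 µM; Schedule: seeding 17-24 h prior, 75-min 37 °C, 30-min RT dye loading; Detection: kinetic Fluo-8 calcium fluorescence measurement; Measure: % inhibition from peak post-agonist over basal fluorescence ratio; Benchmarks: vehicle and agonist controls.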
TAAR1 agonist = human TAAR1 agonism | Q96RJ0 | CHO RD-HGA16 TAAR1, Fluo-8 calcium fluorescence; vehicle wells 0%, saturating PEA agonist 100% | activation, % at 3 µM | 0.99% of 360,000 active | AID 624467;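 active = activation above the mean activation of all test compounds in the run plus 3 SD, cut at about 38% in these data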
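test system = CHO RD-HGA16 cells carrying human TAAR1 plus Gα16 | schedule = 17-24 h seeding, 75 min 37 °C dye, 30 min RT | compound dosing = 3 µM single concentration | control set = DMSO and PEA EC100 | replicates = n 1 | signal = Fluo-8 fluorescence, 5 s baseline then 140 s kinetic read | measure = percent activation vs PEA EC100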
OXTR potentiator = potentiates the human oxytocin receptor response; activation, % at 3 µM; 0.061% of 320,000 active; P30559; AID 2445; CHO-OTR cells, Fluo-8 calcium fluorescence, potentiator mode; 0% = oxytocin EC15, 100% = EC100;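 active = activation above that plate's cutoff, the mean activation of tested compounds plus 3 SD, cut at about 6.6% in these data, passing the limit was not always enough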;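 also: 100% uses oxytocin at 75 nM as the full agonist control; some results filed as inactive read as strong as hits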
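Measured by – Fluo-8 calcium dye fluorescence · Test system – human OTR in CHO cells · Dosing – one concentration, 3.0 µM compound · Controls – EC15 oxytocin alone as 0%, 75 nM oxytocin as 100% · Evaluation – normalized max/min fluorescence ratio, % activation · Timing – 6 min pre-incubation, 100 s read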
CHRM1 agonist = agonists of human M1 muscarinic receptor; P11229; CHO-K1 hM1, Fluo-8 calcium fluorescence, agonist mode; 0% DMSO, 100% acetylcholine EC100; activation, % at 3 µM; 0.33% of 360,000 active;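 active = activation above the run's mean compound activation plus 3 SD, cut at about 16% in these data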;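 also: peak over basal fluorescence ratio within a 140 s kinetic read after compound addition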
Target sequence (P11229 whole entry, looked up): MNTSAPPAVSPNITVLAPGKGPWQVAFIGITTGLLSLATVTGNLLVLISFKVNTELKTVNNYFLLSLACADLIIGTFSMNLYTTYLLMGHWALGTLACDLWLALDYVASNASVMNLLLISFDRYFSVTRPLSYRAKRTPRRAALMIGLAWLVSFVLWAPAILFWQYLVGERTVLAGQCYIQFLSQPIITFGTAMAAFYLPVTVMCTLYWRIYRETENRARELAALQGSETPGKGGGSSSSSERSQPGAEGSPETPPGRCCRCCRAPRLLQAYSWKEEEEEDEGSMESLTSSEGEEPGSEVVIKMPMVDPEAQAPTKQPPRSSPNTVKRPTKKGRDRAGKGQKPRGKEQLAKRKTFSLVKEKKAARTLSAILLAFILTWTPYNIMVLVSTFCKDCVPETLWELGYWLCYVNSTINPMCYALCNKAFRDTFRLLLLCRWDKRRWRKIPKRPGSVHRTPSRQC
M1 antag = antagonists of human M1 muscarinic receptor; P11229; CHO-K1 hM1, Fluo-8 calcium fluorescence, ACh EC80 antagonist; inhibition, % at 3 µM; 1.3% of 360,000 active; AID 588852;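 active = percent inhibition above its own plate's cutoff, namely the mean of that plate's compound wells plus 3 SD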;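 also: peak over basal fluorescence ratio during 140 s after agonist addition; 0% = ACh EC80 plus DMSO and 100% = DMSO alone without agonist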
Starred values were filed as active, the others as inactive; x = not tested or not shown.

SMILES	CHO-K1 Ca ag	CHO-K1 Ca antag	CHO-K1 Ca PAM	CHO parental Ca	TAAR1 antag	TAAR1 agonist	OXTR potentiator	CHRM1 agonist	M1 antag
Cc1cc(Nc2c(C)n(C)n(-c3ccccc3)c2=O)c2ccccc2n1	0.0	-1	2	-4	-22	0	2	-10	4
Oc1ccc(F)c2cccnc12	0.0	12	-11	2	22	1	5	-2	4
O=C(CN1CCOCC1)Nc1ccccc1NC(=O)C1CCN(c2ncccn2)CC1	0.8	-15	19	-6	3	2	-1	-4	-18
COc1ccccc1CC(NC(C)=O)C(=O)NC1CCN(C(=O)Nc2ccccc2C)CC1 (stereo not drawn)	0.9	-6	10	10	-10	-3	-10	-5	-5
COc1ccc(CNC(=O)C2(C)Cc3c(-c4cccc(NC(C)=O)c4)ccnc3O2)cc1OC (stereo not drawn)	0.0	-9	13	x	-20	0	x	-2	-14
N/C(Cn1nnc(-c2ccccc2)n1)=N\O	-0.3	-5	5	-3	1	1	-5	-5	-4
CN(C)S(=O)(=O)c1ccc(C(=O)NN2C(=O)NC3(CCCCC3)C2=O)cc1	3.2	8	4	x	-10	6	x	-2	8
CN(C)c1ccc(C(O)c2cc3ccccc3s2)cc1 (stereo not drawn)	-0.1	-12	-2	x	1	0	x	2	7
Cc1ccc(S(=O)(=O)N2CCCC(C(=O)NCc3ccc4c(c3)OCO4)C2)cc1 (stereo not drawn)	0.6	-16	-12	-26	-12	-1	-7	-8	7
CC12CCC(=O)N1C(C(=O)Nc1nc3ccc(F)cc3s1)CS2 (stereo not drawn)	0.1	3	-12	-10	-3	31	-5	-3	0
COc1ccc(C2(C(=O)Nc3ccc(S(N)(=O)=O)cc3)CCCC2)cc1	0.6	1	8	17	21	12	-10	-3	2
C=CCNC(=O)CC1C(=O)NCCN1Cc1ccc(-c2ccccc2)cc1 (stereo not drawn)	0.7	3	-7	-2	-3	5	-12	-7	-11
COc1ccc(C(=O)CSc2nnc(-c3ccoc3C)n2CC2CCCO2)cc1 (stereo not drawn)	-0.5	-1	7	-11	-2	17	-13	-4	-9
COc1cc(C=C(C#N)C(=O)c2ccccc2)cc(OC)c1OC	0.7	-1	17	x	-35	9	x	-4	-2
CC(O)[C@H]1CNC(=O)C(=O)N1CCc1cccc2ccccc12 (stereo partly drawn)	0.3	-13	18	-4	6	2	-11	-2	0
CS(=O)(=O)c1cccc(C(=O)OCC(=O)c2ccc3c(c2)OCCO3)c1	3.3	-4	-3	x	-5	8	x	-3	-9
COc1ccccc1OCC(=O)Nc1ccc(S(=O)(=O)Nc2cc(C)nc(C)n2)cc1	0.3	0	-2	3	-6	0	-7	-2	-19
Cc1noc(C)c1S(=O)(=O)N(CCc1ccccc1)Cc1ccccc1	1.2	-10	17	-42	23	12	-8	-4	-18
COc1ccc(/C=N/Nc2nc(C)cc(-c3ccccc3)n2)c(OC)c1	1.4	-15	13	-15	-4	4	-3	0	-22
COC(=O)C1=CN(Cc2ccc(F)cc2)C=C(C(=O)OC)C1c1cc(OC)c(OC)c(OC)c1	0.2	-4	0	-21	-1	-1	-1	-2	-13
CCCn1c(C2CCCN2c2nc(-c3ccc(C)cc3)cs2)nc2cc(Cl)c(N3CCCCC3)cc21 (stereo not drawn)	0.5	-21	8	-26	-16	4	-2	-7	-11
Cc1cc2[nH]c3c(c[n+](C)c4ccccc34)c2cc1C	0.1	-8	19	2	-1	1	-7	-9	-2
CCOc1cc(S(=O)(=O)NC2CC(C)(C)NC(C)(C)C2)ccc1Cl	-0.4	6	-7	-9	-6	1	-3	-3	-17
O=S(CC1CC1(Cl)Cl)CC1CC1(Cl)Cl (stereo not drawn)	-0.5	4	0	-11	-7	1	-5	-4	-2
Cc1c(Cl)cccc1NC(=S)NCCc1ccccn1	1.5	-16	29	-5	2	5	5	-4	-14
CCOC(=O)Cn1nc(/C=C/c2ccccc2)ccc1=O	0.1	-4	14	7	1	4	-12	2	-18
CCCCNC(=S)NC(=O)c1ccc(Cl)cc1Cl	0.3	-11	-1	-34	-1	7	-14	-5	9
COc1ccc(N2CCN(C(=O)C3Cc4ccccc4CN3C(=O)c3ccco3)CC2)cc1 (stereo not drawn)	0.5	-3	-4	-19	4	1	-7	5	-13
O=[N+]([O-])c1cccc(COc2cccc(CN3CCCCC3)c2)c1	0.4	-2	6	x	-7	1	x	-10	14
COc1ccc(NC(=O)COC(=O)COc2cccc(Br)c2)cc1OC	10.0	8	-8	-10	-4	2	-1	-5	-1
CC1=CC(=C2C(=O)c3ccccc3C2=O)C=C(C)N1C	0.1	-3	19	7	4	0	-4	7	1
O=C(COc1ccc(C(=O)c2ccccc2)cc1)NC1CCCCC1	0.1	2	-4	-6	31	6	-11	-2	14
CC(=O)Nc1ccc(S(=O)(=O)N(C)CC(=O)OCC(=O)N(C)C2CCS(=O)(=O)C2)cc1 (stereo not drawn)	0.8	6	-7	-15	-27	2	-1	4	-16
O=C(N1CCCCC1)N1CCC(c2nc3ccccc3[nH]2)CC1	0.2	-13	6	-10	-38	3	2	-4	-1
COCCCN1C(=O)N(c2ccc(F)cc2)C(=O)C1CC(=O)Nc1ccc(OC)cc1 (stereo not drawn)	2.5	-14	20	-23	-1	2	-1	-2	-10
Cc1ccc(NC(=O)Nc2nnc([C@@H]3C[C@H](O)[C@@H](CO)O3)s2)cc1	-0.3	-6	1	x	-13	4	x	-2	-3
O=C(CN1C(=O)NC2(CCCC2)C1=O)Nc1cc(S(=O)(=O)N2CCOCC2)ccc1OCC(F)(F)F	1.1	-14	15	-1	-29	1	-3	-2	-6
CCC(=O)Nc1ccc(NC(=O)CCc2ccccc2)cn1	1.2	-16	25	-2	-19	4	4	-2	-19
O=C(COC(=O)c1cc([N+](=O)[O-])ccc1NCCO)Nc1cccc(S(=O)(=O)N2CCCC2)c1	0.3	9	2	1	32	3	-3	-7	40*
CCCC1=Nc2cc(C(=O)NCc3ccco3)ccc2Sc2ccccc21	0.1	10	-4	-4	-20	0	-2	-4	14
COc1cc(OC)cc(C(=O)O/N=C(\N)c2cccc(C)c2)c1	0.6	-10	-1	-11	-2	3	-7	-4	-3
CCCn1nc(Oc2nc(N(C)C)nc(N(C)C)n2)ccc1=O	-0.1	19	-14	-25	15	11	-17	-1	13
CC(C)(C)NC(=O)c1cc(NC(=O)c2ccco2)cc(NC(=O)c2ccco2)c1	2.7	22	-10	-1	39	18	-14	2	2
CC1CN(C(=O)c2cc(S(=O)(=O)N3CCCC3)c(Cl)cc2Cl)CC(C)O1 (stereo not drawn)	0.5	-16	3	-11	-15	2	-4	-4	-9
O=C(c1cc(S(=O)(=O)N2CCOCC2)ccc1F)N(CCc1ccccc1)Cc1ccccc1	3.3	-3	3	-18	16	6	-9	-5	-2

Complete entries, looked up by structure. Values in the order: CHO-K1 Ca ag | CHO-K1 Ca antag | CHO-K1 Ca PAM | CHO parental Ca | TAAR1 antag | TAAR1 agonist | OXTR potentiator | CHRM1 agonist | M1 antag
Listed for CN(C)c1ccc(C(O)c2cc3ccccc3s2)cc1 (stereo not drawn) = -0.1 | -12 | -2 | x | 1 | 0 | x | 2 | 7
Listed for COc1cc(C=C(C#N)C(=O)c2ccccc2)cc(OC)c1OC = 0.7 | -1 | 17 | x | -35 | 9 | x | -4 | -2
Listed for COc1ccc(C2(C(=O)Nc3ccc(S(N)(=O)=O)cc3)CCCC2)cc1 = 0.6 | 1 | 8 | 17 | 21 | 12 | -10 | -3 | 2

(list continues)
SMILES	CHO-K1 Ca ag	CHO-K1 Ca antag	CHO-K1 Ca PAM	CHO parental Ca	TAAR1 antag	TAAR1 agonist	OXTR potentiator	CHRM1 agonist	M1 antag
O=C(Nc1ccc(Br)cc1)/C(=C/c1cccc([N+](=O)[O-])c1)NC(=O)C1CCCCC1	0.7	-22	17	-14	9	15	-3	3	-17
CN(Cc1cn(C)nc1-c1cccc(Cl)c1)CC1CCCCO1 (stereo not drawn)	0.0	-1	4	-23	-15	3	-3	-8	-3
CCC(CC)c1nnc(NC(=O)CCc2ccccc2OC)s1	0.9	-12	6	-5	-7	1	0	-1	-8
O=S(=O)(NCCc1ccccn1)c1cc(Cl)cc(Cl)c1O	0.3	-3	8	-7	-20	4	-1	-3	12
CC1CCc2c(sc3ncnc(NCc4cccnc4)c23)C1 (stereo not drawn)	1.3	-13	18	-22	-7	0	-14	-5	-5
COCCNC(=O)c1cccc(Nc2nc(-c3ccccc3)c3cc(Cl)ccc3n2)c1	-0.4	5	-1	-27	35	7	-4	-4	5
COc1ccc(S(=O)(=O)N(CCc2ccccc2)CC(=O)O)cc1OC	0.0	-6	-11	11	8	7	-1	-5	27
C#CCN1CC(C)/C(=N/O)CC1C (stereo not drawn)	0.3	-4	1	-4	3	-1	-9	-4	-4
O=C(c1cc2ccccc2cc1OCC(O)CN1CCCCC1)N1CCCCC1 (stereo not drawn)	0.5	-1	-5	x	-12	0	x	-12	33*
O=S(=O)(c1ccc(Nc2ccc3c(c2)OCO3)nc1)N1CCOCC1	0.9	-12	28	0	-10	4	-19	-2	-11
CCOCCCNC(=O)c1ccc(NC(=O)C2=CSCCO2)cc1	1.2	-9	16	-12	-23	3	-10	-3	-6
Cc1ccc(-c2nn3c(-c4ccccc4)nnc3o2)cc1	0.2	6	3	x	-17	2	x	-2	-13
O=C(CSc1ccc2nnc(-c3ccccc3)n2n1)NCc1ccc2c(c1)OCO2	0.2	-12	15	10	20	1	-6	1	-14
COc1ccc(NC(=O)c2cccnc2)cc1	2.4	3	11	3	-2	2	-3	4	-11
Cn1c(SCc2cccc(Br)c2)nnc1-c1ccncc1	0.1	5	-11	4	-10	3	-5	-2	-12
Cc1[nH]c2ccc(F)cc2c(=O)c1SC(F)(F)C(F)F	4.7	-6	12	-13	-2	9	-10	0	-3
CC1(CSc2ccccc2)CC(=O)N1 (stereo not drawn)	-0.3	7	13	x	0	1	x	-3	-9
O=C(NNC(=O)c1cc2c(s1)CCCC2)c1ccccc1	-0.1	-1	21	-8	13	8	9	-5	-4
CCOC(=O)C1CCCN(C(=O)COC(=O)c2cc(=O)c3ccccc3o2)C1 (stereo not drawn)	0.4	-8	19	1	-14	10	1	-2	-1
O=C(NCc1n[nH]c(=S)n1-c1ccc(Cl)c(Cl)c1)c1ccc(S(=O)(=O)N2CCOCC2)cc1	0.5	7	17	-8	1	14	4	-9	-4
CC(=O)c1ccc2oc3ccccc3c(=O)c2c1	0.8	-29	19	-5	2	9	8	-6	-13
